Compound activity as filed in PubChem BioAssay.
GLP1R inv ag: acts as inverse agonist at human GLP-1 receptor. P43220. HEK293 GLP-1R CRE-luciferase, luminescence, 24 h; GLP-1R form is constitutively active. Potency, µM (doses to about 38.3 µM), for the others: at the top dose activity change, negative = inhibition, usual class: inhibitors. 410,000 compounds, 1.6% hits. AID 624417; note: potency is the fitted concentration of half-maximal effect; % is set by controls: 0 for no effect and ±100 for the full control effect; nearly all actives have a fitted effect of over 55% in size
Target sequence (P43220 whole entry, looked up): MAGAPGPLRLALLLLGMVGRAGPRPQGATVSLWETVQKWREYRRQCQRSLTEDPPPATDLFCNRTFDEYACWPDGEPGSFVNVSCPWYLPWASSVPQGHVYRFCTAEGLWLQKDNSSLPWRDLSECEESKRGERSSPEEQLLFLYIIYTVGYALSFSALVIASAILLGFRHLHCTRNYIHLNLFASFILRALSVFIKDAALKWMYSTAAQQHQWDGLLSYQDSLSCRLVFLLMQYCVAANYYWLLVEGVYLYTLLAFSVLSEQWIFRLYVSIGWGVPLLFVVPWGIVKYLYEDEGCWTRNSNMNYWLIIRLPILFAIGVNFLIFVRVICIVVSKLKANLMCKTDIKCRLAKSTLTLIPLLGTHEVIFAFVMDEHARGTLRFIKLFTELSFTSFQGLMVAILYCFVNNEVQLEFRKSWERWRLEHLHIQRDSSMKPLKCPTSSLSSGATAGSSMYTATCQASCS
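Constitutively active GLP-1R drives a cAMP-responsive luciferase in stably transfected HEK293 cells; test compounds are added after overnight (12 h) attachment and left 24 hr, and signal loss in luminescence marks inhibition.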
FUS yeast rescue: FUS proteinopathy suppression in yeast. 390,000 compounds, 0.24% hits. Potency, µM (top dose mostly 76.6 µM), inactives show at the highest dose growth rescue (activation), hits mostly activators. S. cerevisiae FUS-expressing, growth rescue, OD600, 24 h;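 note: potency is the fitted concentration of half-maximal effect; plate controls were DMSO vehicle for no effect and reference control for full effect; nearly all actives have a fitted effect of over 55% in size; some results filed as inactive show a strong effect at the top dose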
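Galactose (2%) drives FUS expression in yeast precultured in raffinose; seeding density OD 0.005. Test compounds incubated 24hr at 30C and 99% humidity before absorbance at 600 nm was measured.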
Mm-Cpn inhibitor: blocks the Methanococcus maripaludis chaperonin Mm-Cpn. purified Mm-Cpn ATPase, ADP Transcreener TR-FRET. Potency, µM (doses to about 76.9 µM), inactives show at the highest dose activity, negative = inhibition, most hits filed as inhibitors. 330,000 compounds, 0.031% hits; note: potency is the fitted concentration of half-maximal effect; % is set by controls: 0 for no effect and ±100 for the full control effect; nearly all actives have a fitted effect of over 80% in size
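Purified archaeal Mm-CPN (25nM final) preincubated 10 min at 37degC with compound, then 10uM ATP for 30 min at 37degC; ADP measured by HTRF Transcreener TR-FRET; buffer 30 mM TRIS pH 7.4, 100mM KCl, 5mM MgCl2, 1mM DTT.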
PTHR1 agonist: activates the human parathyroid hormone receptor PTHR1; HEK293 GP2 PTHR1 cells, GloSensor cAMP luminescence, 1 h; AID 743266; Potency, µM (top dose mostly 115 µM), without a hit: at the highest dose activation, most hits filed as activators; 410,000 compounds, 0.075% hits; Q03431; note: potency is the fitted concentration of half-maximal effect; nearly all actives have a fitted effect of over 55% in size; some results filed as inactive show a strong effect at the top dose; inactives centre near -15; many of its hits are not listed in these tables
Target sequence (Q03431 whole entry, looked up): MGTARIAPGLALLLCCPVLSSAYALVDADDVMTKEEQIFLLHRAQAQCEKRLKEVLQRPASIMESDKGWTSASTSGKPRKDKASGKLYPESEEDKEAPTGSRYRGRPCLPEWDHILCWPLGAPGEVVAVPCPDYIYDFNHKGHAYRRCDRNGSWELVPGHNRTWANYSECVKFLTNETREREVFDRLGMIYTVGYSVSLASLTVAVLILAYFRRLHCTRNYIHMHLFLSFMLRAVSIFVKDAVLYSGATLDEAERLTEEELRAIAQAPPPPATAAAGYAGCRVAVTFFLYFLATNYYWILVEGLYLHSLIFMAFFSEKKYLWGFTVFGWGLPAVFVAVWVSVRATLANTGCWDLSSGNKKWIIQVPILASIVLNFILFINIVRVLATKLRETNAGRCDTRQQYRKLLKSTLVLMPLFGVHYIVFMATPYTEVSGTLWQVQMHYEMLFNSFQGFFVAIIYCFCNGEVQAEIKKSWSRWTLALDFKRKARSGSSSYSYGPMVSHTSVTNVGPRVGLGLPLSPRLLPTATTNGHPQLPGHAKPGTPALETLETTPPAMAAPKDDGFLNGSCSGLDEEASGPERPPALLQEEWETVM
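HEK-293-derived GP2 cells expressing PTHR1 and a GloSensor cAMP reporter, 3,000/well, plated overnight, given luciferin plus IBMX (each 0.5 mM as added) for 1 h at 37 °C, then compound for 1 h at 37 °C. Luminescence was read after 15 min at room temperature.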
Abeta rescue: restores growth of yeast expressing A-beta42 peptide; yeast expressing A-beta42, growth rescue, OD600, 48 h; response scale: 0% DMSO, 100% iron-clioquinol control; Potency, µM (doses to about 46.1 µM), inactives show at the highest dose growth rescue, usual class: activators; 410,000 compounds, 0.063% hits; AID 1347071; note: potency is the fitted concentration of half-maximal effect; nearly all actives have a fitted effect of over 55% in size
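Growth rescue measured by 600 nm absorbance after 48 h yeast culture at 30 C with compound. Values normalized between DMSO and an equimolar ferric chloride plus clioquinol control.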
aSyn rescue: inhibitors of alpha-synuclein toxicity in yeast | Yeast expressing alpha-synuclein, growth rescue, BacTiter-Glo, 24 h | Potency, µM (top dose mostly 46.1 µM), for inactives: at the highest dose growth rescue (activation), usual class: activators | 370,000 compounds, 0.14% hits; note: potency is the fitted concentration of half-maximal effect; % of control where 0% means no effect; nearly all actives have a fitted effect of over 65% in size
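Readout is rescue of growth in alpha-synuclein-expressing yeast, so inhibitors of toxicity appear as activators. Growth after 24 hr at 30 deg C in galactose medium is quantified by luminescence.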
GLP1R cytotox: cytotoxicity counter-screen for GLP-1 receptor inverse agonists; HEK293 cAMP-luciferase reporter cells, luminescence, 24 h; Potency, µM (top dose mostly 38.3 µM), inactives show at the highest dose activity change, negative = inhibition, most hits filed as inhibitors; AID 624418; 410,000 compounds, 0.13% hits;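 note: loss of luciferase light is scored as toxicity; potency is the fitted concentration of half-maximal effect; % is set by controls: 0 for no effect and ±100 for the full control effect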
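Compound-treated cells are incubated 24 hr at 37 deg C under 5% CO2 after a 12 hour attachment period, then luciferase detection reagent is added and luminescence is measured following 12 min at room temperature; lowered signal indicates toxicity.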
pAkt inh: inhibitors of Akt phosphorylation | AID 651550 | Neuro2A IGF-stimulated pAkt S473 HTRF, 20 min; hits give low values | 360,000 compounds, 0.32% hits | activity change, % for hits at 50 µM; in the data active = activity change below about -80%; inconclusive = mostly about -51% to -80%; note: % is set by controls: 0 for no effect and ±100 for the full control effect
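Single-point screen (50 µM final compound) in Neuro2A cells stimulated 20 min with 6 nM IGF at 37 deg C. After lysis, Ser473-phosphorylated Akt read by HTRF (ex 330 nm, em 615/665 nm) as the 665/615 ratio.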
TDP43 rescue: TDP-43 toxicity inhibition in yeast | TDP-43 expressing yeast growth rescue, BacTiter-Glo, 24 h | Potency, µM (doses to about 46.1 µM), for inactives: at the top dose growth rescue (activation), actives largely listed as activators | 410,000 compounds, 1.8% hits | AID 652104; note: potency is the fitted concentration of half-maximal effect; % of control where 0% means no effect; nearly all actives have a fitted effect of over 50% in size
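Yeast cells expressing TDP-43 under galactose induction are exposed to compounds for 24 hr at 30 deg C. BacTiter-Glo luminescence measures growth, so protective compounds score as activators.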
* = called active by the depositor; [ ] = another dose, or the depositor's remark. Unless noted, calls come from the whole dose curve; as a rule, active = well fitted curve in the direction sought with a large enough effect; inconclusive = small, poorly fitted or top-dose-only effect, or another doubt; inactive = no such curve, though single readings can be large; an effect the other way counts as inactive or inconclusive.

How did Cc1nc(C2CC(=O)OC23CCCCC3)cs1 (stereo not drawn) do in these assays?
GLP1R inv ag: -6%; Mm-Cpn inhibitor: -3%[15.4 µM]; PTHR1 agonist: inactive; Abeta rescue: -3%; aSyn rescue: 0%; GLP1R cytotox: 17%; pAkt inh: inactive; TDP43 rescue: -8%

What do the screens show for `CCOCCCNC(=O)Cn1cc2c(n1)CCCCC2`?
GLP1R inv ag: -9%; FUS yeast rescue: -13%; Mm-Cpn inhibitor: 0%; PTHR1 agonist: inactive; Abeta rescue: -23%; aSyn rescue: 0%; GLP1R cytotox: -18%; pAkt inh: inactive; TDP43 rescue: -4%

How did O=C(Nc1ccccc1Cl)C1CCCN1C(=O)OCc1ccccc1 (stereo not drawn) do in these assays?
GLP1R inv ag: inconclusive; FUS yeast rescue: 5%; Mm-Cpn inhibitor: -4%; PTHR1 agonist: inactive; Abeta rescue: 3%; aSyn rescue: 0%; GLP1R cytotox: 3%; pAkt inh: inactive; TDP43 rescue: 16%

What do the screens show for `Cc1ccc(OCn2c(=O)sc3ccccc32)cc1`?
GLP1R inv ag: 0%; FUS yeast rescue: 8%; Mm-Cpn inhibitor: -1%; PTHR1 agonist: inactive; Abeta rescue: -7%; aSyn rescue: -9%; GLP1R cytotox: 3%; pAkt inh: inactive; TDP43 rescue: 12%

How did CSc1ccc(S(=O)(=O)NCC(=O)OCC(=O)NCc2ccco2)cc1[N+](=O)[O-] do in these assays?
GLP1R inv ag: 36%[activator]; FUS yeast rescue: 34%; Mm-Cpn inhibitor: 0%; PTHR1 agonist: inactive; Abeta rescue: 8%; aSyn rescue: 2%; GLP1R cytotox: -9%; pAkt inh: inactive; TDP43 rescue: -22%

What do the screens show for `C#CCOCCOCCOCCNc1nc(N2CCN(C(=O)[C@H](CCCCN)n3cc(CCCC)nn3)CC2)nc(N2CCN(C(=O)[C@H](CCCCN)n3cc(CCC(=O)O)nn3)CC2)n1`?
GLP1R inv ag: 3%; FUS yeast rescue: 13%; Mm-Cpn inhibitor: 0%; PTHR1 agonist: -22%; Abeta rescue: -8%; aSyn rescue: 2%; GLP1R cytotox: 10%; pAkt inh: inactive; TDP43 rescue: 3%

How did O=C(Nc1ccccc1N1CCOCC1)c1ccc(Cl)c(S(=O)(=O)N2CCCC2)c1 do in these assays?
GLP1R inv ag: 32%; FUS yeast rescue: 1%; Mm-Cpn inhibitor: 1%; PTHR1 agonist: -9%; Abeta rescue: 0%; aSyn rescue: 2%; GLP1R cytotox: -14%; pAkt inh: inactive; TDP43 rescue: 18%

What do the screens show for `CCc1c(-c2ccc(Br)cc2)ncn1Cc1cccc(-c2ccccc2)c1`?
GLP1R inv ag: inconclusive; FUS yeast rescue: inconclusive; PTHR1 agonist: inactive; Abeta rescue: 3%; aSyn rescue: -23%; GLP1R cytotox: 5%; pAkt inh: inactive; TDP43 rescue: 22%

Results for CCN1CCN(c2nc3c(C)cccn3c(=O)c2C=C(C#N)C#N)CC1 ?
GLP1R inv ag: 3%; FUS yeast rescue: -31%; Mm-Cpn inhibitor: -2%; PTHR1 agonist: inactive; Abeta rescue: -10%; aSyn rescue: -7%; GLP1R cytotox: -3%; pAkt inh: inactive; TDP43 rescue: -5%

How did Cc1nc2c(cc1C(=O)N/N=C/c1ccc([N+](=O)[O-])cc1)c(=O)n(C)c(=O)n2C do in these assays?
GLP1R inv ag: 6%; Mm-Cpn inhibitor: 1%; PTHR1 agonist: inactive; Abeta rescue: 0%; aSyn rescue: -6%; GLP1R cytotox: 4%; pAkt inh: inactive; TDP43 rescue: -14%

What do the screens show for `Cc1cccc(-c2noc(-c3ccc(N4CCOCC4)c([N+](=O)[O-])c3)n2)c1`?
GLP1R inv ag: -17%; FUS yeast rescue: 0%; PTHR1 agonist: inactive; Abeta rescue: -13%; GLP1R cytotox: 8%; TDP43 rescue: 11%

What do the screens show for `Cc1cc(-c2ccccc2)nc(N(C)N)c1S(C)(=O)=O`?
GLP1R inv ag: 44%[activator]; FUS yeast rescue: -6%; Mm-Cpn inhibitor: 0%; PTHR1 agonist: inactive; Abeta rescue: -6%; aSyn rescue: 1%; GLP1R cytotox: -13%; pAkt inh: inactive; TDP43 rescue: 17%

What do the screens show for `CCOC(=O)c1cc(-c2ccccc2)nn1CC1CC(c2ccc(OC)cc2)=NO1` (stereo not drawn)?
GLP1R inv ag: inconclusive; FUS yeast rescue: 25%; Mm-Cpn inhibitor: -1%; PTHR1 agonist: inactive; Abeta rescue: 4%; aSyn rescue: 8%; GLP1R cytotox: 4%; pAkt inh: inactive; TDP43 rescue: -5%

What do the screens show for `COc1ccc(S(=O)(=O)c2nnn(-c3ccccc3F)c2C)cc1`?
GLP1R inv ag: -12%; FUS yeast rescue: 5%; PTHR1 agonist: -54%[inhibitor]; Abeta rescue: 0%; GLP1R cytotox: -26%; TDP43 rescue: 27%

What do the screens show for `N#Cc1cc(NC2CCCC2)c([N+](=O)[O-])cc1C#N`?
GLP1R inv ag: 107%[activator]; Mm-Cpn inhibitor: 3%; PTHR1 agonist: -6%; Abeta rescue: -32%[inhibitor]; aSyn rescue: -11%; GLP1R cytotox: 8%; pAkt inh: inactive; TDP43 rescue: inconclusive

What do the screens show for `O=C(CN(C1CCCCC1)C1CCCCC1)N1CCc2ccccc2C1`?
GLP1R inv ag: inconclusive; FUS yeast rescue: 12%; Mm-Cpn inhibitor: 0%; PTHR1 agonist: -17%; Abeta rescue: 11%; aSyn rescue: 2%; GLP1R cytotox: -9%; pAkt inh: inactive; TDP43 rescue: 0%

What do the screens show for `CC(C)N(C(=O)CSc1ccc(S(=O)(=O)N2CCCCC2)cn1)C(C)C`?
GLP1R inv ag: inconclusive; FUS yeast rescue: 17%; Mm-Cpn inhibitor: 2%; PTHR1 agonist: -13%; Abeta rescue: 37%; aSyn rescue: 30%; GLP1R cytotox: -16%; pAkt inh: inactive; TDP43 rescue: 19%

What do the screens show for `Cc1cccc(-c2nnc(SCc3cc(=O)[nH]c4ccccc34)n2C)c1`?
GLP1R inv ag: 1%; Mm-Cpn inhibitor: 1%; PTHR1 agonist: inactive; Abeta rescue: 14%; aSyn rescue: 1%; GLP1R cytotox: -8%; pAkt inh: inactive; TDP43 rescue: 0%

Results for CC1(c2nnc(-c3ccncc3)o2)CC(c2ccc(Cl)cc2)=NO1 (stereo not drawn) ?
GLP1R inv ag: 5%; FUS yeast rescue: -2%; PTHR1 agonist: -88%; Abeta rescue: -3%; aSyn rescue: 4%; GLP1R cytotox: 6%; pAkt inh: inactive; TDP43 rescue: 15%

What do the screens show for `CN(c1cccc(NC(=O)CN(c2cccc(F)c2)S(C)(=O)=O)c1)S(C)(=O)=O`?
GLP1R inv ag: -7%; FUS yeast rescue: -1%; Mm-Cpn inhibitor: -1%; PTHR1 agonist: inactive; Abeta rescue: -14%; aSyn rescue: -3%; GLP1R cytotox: 2%; pAkt inh: inactive; TDP43 rescue: -15%

What do the screens show for `CC1=C(C(=O)N2CCOCC2)CC(CC(=O)NCCc2ccccn2)C(=O)N1Cc1ccc(F)cc1` (stereo not drawn)?
GLP1R inv ag: 5%; FUS yeast rescue: -29%; PTHR1 agonist: -30%; Abeta rescue: -4%; aSyn rescue: -3%; GLP1R cytotox: -27%; pAkt inh: inactive; TDP43 rescue: inconclusive

Results for CCOC(=O)c1ccc(CN(Cc2ccc(C)cc2)S(=O)(=O)c2ccc(F)c(C(=O)Nc3ccc(C)c(F)c3)c2)cc1 ?
GLP1R inv ag: 13%; FUS yeast rescue: 39%; PTHR1 agonist: -30%; Abeta rescue: -8%; GLP1R cytotox: -1%; TDP43 rescue: 20%

Results for O=C(COC(=O)[C@@H]1CCCN1C(=O)c1cccs1)Nc1ccc(F)cc1[N+](=O)[O-] ?
GLP1R inv ag: 10%; FUS yeast rescue: 5%; Mm-Cpn inhibitor: 0%; PTHR1 agonist: inactive; Abeta rescue: 1%; aSyn rescue: -1%; GLP1R cytotox: 10%; pAkt inh: inactive; TDP43 rescue: 2%

How did CC1CCN(C(=O)CN(Cc2ccccc2)S(C)(=O)=O)CC1 do in these assays?
GLP1R inv ag: -2%; FUS yeast rescue: -5%; Mm-Cpn inhibitor: -1%; PTHR1 agonist: 0%; Abeta rescue: -2%; aSyn rescue: 7%; GLP1R cytotox: -1%; pAkt inh: inactive; TDP43 rescue: 13%

How did COc1ccccc1CNC(=O)Cn1ncn2c(cc3sccc32)c1=O do in these assays?
GLP1R inv ag: 2%; FUS yeast rescue: -29%; PTHR1 agonist: inactive; Abeta rescue: -11%; GLP1R cytotox: 4%; TDP43 rescue: 14%

What do the screens show for `Cc1cc(C(F)(F)F)n(-c2nc(C(=O)NNS(=O)(=O)c3ccccc3[N+](=O)[O-])cs2)n1`?
GLP1R inv ag: 88%[activator]; FUS yeast rescue: 5%; Mm-Cpn inhibitor: -1%; PTHR1 agonist: -16%; Abeta rescue: 11%; aSyn rescue: 11%; GLP1R cytotox: -6%; pAkt inh: inactive; TDP43 rescue: -4%

What do the screens show for `CCCCc1c(O)nc(SCC(=O)N2CCCCCC2)[nH]c1=O`?
GLP1R inv ag: 3%; FUS yeast rescue: 12%; Mm-Cpn inhibitor: 0%; PTHR1 agonist: -22%; Abeta rescue: -5%; aSyn rescue: -1%; GLP1R cytotox: 11%; pAkt inh: inactive; TDP43 rescue: -25%

Only part of the results is shown; count on the stated rates, not on these rows.
